Vif-APOBEC3F blk = Vif-A3F binding inhibition; HeLa A3F-eYFP + Vif (tagged APOBEC3F with the HIV-1 protein that degrades it), YFP fluorescence increase; Potency, µM (titrated, usually from 46.1 µM), without a hit: top-dose activity, negative = active; actives 0.2% (n = 390,000); also: potency is read from the fitted curve at half-maximal effect; % of control where 0% means no effect; nearly all actives have a fitted effect of over 65% in size
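Fluorescence increase (Ex 488/Em 500-530) after overnight compound treatment at 37 deg C flags inhibition of Vif-driven A3F-eYFP loss in stable HeLa A3F-eYFP/Vif cells seeded overnight beforehand.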
GRP78 ERSR act = inducers of ER stress response in human glioma cells; U87-MG GRP78 promoter luciferase reporter, 16 h; Potency, µM, for the others: top-dose activation, usual class: activators; actives 0.02% (n = 420,000); also: potency is read from the fitted curve at half-maximal effect; series mostly up to about 76 µM; % of control where 0% means no effect; nearly all actives have a fitted effect of over 35% in size
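Stably transfected U87-MG glioma cells carrying a GRP78-based luciferase sensor; 16 h compound incubation. Luminescence end-point read 10 min after Bright-Glo addition at room temperature.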
D1 antagonist = blocks dopamine activation of the human D1 receptor; HEK293 TREx D1 cells, calcium flux, dopamine EC80; stronger effect = lower value; activity change, negative = inhibition, % at 10 µM; actives 3.2% (n = 360,000); AID 504652; in the data active = activity change below about -30%; also: % is scaled to controls: 0 for no effect and ±100 for the full control effect
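Tetracycline-induced HEK293 Trex D1 cells, force-coupled to calcium, dye-loaded; compounds added and read 180 s, then EC80 dopamine added and calcium flux tracked kinetically another 180 s.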
RXFP1 antag = antagonists of human relaxin receptor RXFP1 | Q9HBX9 | HEK293-RXFP1, relaxin-stimulated cAMP HTRF, 30 min; stronger effect = lower value | activity change, negative = inhibition, % at 57.5 µM | actives 0.59% (n = 350,000) | AID 1259400;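 active = activity change of -60% or lower, but not beyond a set lower limit; inconclusive = change between -60% and -40%, or beyond the set limit; inactive = change above -40%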; also: % is scaled to controls: 0 for no effect and ±100 for the full control effect
D1 potentiator = enhances dopamine response at the human D1 receptor | P21728 | actives 0.036% (n = 360,000) | potentiation, % at 10 µM | HEK293 TREx D1 cells, calcium flux, dopamine EC20 potentiation; in the data active = potentiation above about 30%; also: 0% is about no effect
RXFP1 ag = activates the human relaxin receptor RXFP1; AID 2676; Potency, µM (titrated, usually from 57.5 µM), without a hit: top-dose activation, most hits filed as activators; actives 0.3% (n = 370,000); HEK293T-RXFP1 cAMP TR-FRET, 30 min; response scale: percent of porcine relaxin response, buffer zero; Q9HBX9; also: potency is read from the fitted curve at half-maximal effect; % is scaled to controls: 0 for no effect and ±100 for the full control effect; nearly all actives have a fitted effect of over 60% in size; many of its hits are not listed in these tables
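HEK293 cells stably expressing RXFP1, treated 30 min at 37C with compounds plus PDE4 inhibitor Ro 20174; cAMP measured by HTRF TR-FRET. Normalized to buffer and 29 nM porcine relaxin; EC50 by Hill fit.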
Vif-A3G inh = inhibitors of Vif-APOBEC3G interaction; Q9HC16; HeLa A3G-eYFP + Vif (tagged APOBEC3G with the HIV-1 protein that degrades it), YFP fluorescence, overnight; actives 0.076% (n = 410,000); Potency, µM (doses to about 46.1 µM), inactives show at the top dose activity, negative = active, actives largely listed as inhibitors; AID 602310;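 also: potency is read from the fitted curve at half-maximal effect; % is scaled to controls: 0 for no effect and ±100 for the full control effect; nearly all actives have a fitted effect of over 60% in size; hits raise eYFP signal because A3G escapes Vif-driven loss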
Target sequence (Q9HC16 whole entry, looked up): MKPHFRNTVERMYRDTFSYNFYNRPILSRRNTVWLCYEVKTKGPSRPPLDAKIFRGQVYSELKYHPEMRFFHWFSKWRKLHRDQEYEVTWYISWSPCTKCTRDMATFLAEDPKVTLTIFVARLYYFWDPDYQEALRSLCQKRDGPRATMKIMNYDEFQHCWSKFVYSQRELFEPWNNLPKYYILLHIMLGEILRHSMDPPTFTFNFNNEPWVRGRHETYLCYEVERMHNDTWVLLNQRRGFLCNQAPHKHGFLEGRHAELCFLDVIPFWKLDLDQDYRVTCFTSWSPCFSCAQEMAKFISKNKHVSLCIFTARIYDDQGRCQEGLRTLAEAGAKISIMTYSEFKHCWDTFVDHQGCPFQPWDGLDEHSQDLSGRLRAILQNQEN
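Read-out is eYFP fluorescence (Ex 488/Em 500-530) from Vif-expressing HeLa A3G-eYFP cells; more signal means A3G escaped Vif-mediated degradation. Cells plated overnight, compound pinned in, incubated overnight at 37 deg C.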
D2 potentiator = positive allosteric modulators of human D2 dopamine receptor; actives 0.34% (n = 340,000); potentiation, % at 10 µM; HEK293 T-REx D2, calcium flux, EC20 dopamine potentiation;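 active = potentiation over 3 SD above the plate norm, cut at about 30% in these data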; also: 0% is about no effect
Target sequence (P14416 whole entry, looked up): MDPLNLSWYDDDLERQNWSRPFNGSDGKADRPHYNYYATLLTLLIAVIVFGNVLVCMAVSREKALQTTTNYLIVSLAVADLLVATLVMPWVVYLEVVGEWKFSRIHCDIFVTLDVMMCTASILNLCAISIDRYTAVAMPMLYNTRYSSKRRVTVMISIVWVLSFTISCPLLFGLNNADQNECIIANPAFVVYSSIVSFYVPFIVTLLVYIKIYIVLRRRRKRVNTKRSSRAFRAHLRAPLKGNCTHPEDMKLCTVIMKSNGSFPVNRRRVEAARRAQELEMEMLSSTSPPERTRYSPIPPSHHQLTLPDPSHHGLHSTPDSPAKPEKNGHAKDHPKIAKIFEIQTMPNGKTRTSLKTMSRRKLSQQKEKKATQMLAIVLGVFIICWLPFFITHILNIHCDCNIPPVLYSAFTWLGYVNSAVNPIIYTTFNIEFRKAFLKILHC
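Tetracycline-induced HEK293 T-REx cells force-coupled to calcium signalling expressed D2; compounds were pin-added after a 10 s baseline, read kinetically 180 s, then an EC20 dopamine challenge followed with a further 180 s calcium read.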
D1 agonist = agonists of human D1 dopamine receptor; HEK293 T-REx D1 cells, calcium flux, agonist mode; actives 1% (n = 360,000); activation, % at 2 µM; P21728; AID 504660; in the data active = activation above about 30%; also: 0% is about no effect
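Tetracycline-induced HEK293 TREx D1 cells, force-coupled to calcium signalling, were dye-loaded with a no-wash calcium kit. Compound was pin-added after a 10 s baseline. Fluorescence was read kinetically at 1 cycle/s for 180 s, with calcium rises flagged as agonism.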
* hit, by the source's call; u = inconclusive; x = no result given; & = joins results of further samples. Unless noted, calls follow the shape of the dose curve; as a rule, active = well fitted curve in the direction sought with a large enough effect; inconclusive = small, poorly fitted or top-dose-only effect, or another doubt; inactive = no such curve, though single readings can be large; an effect the other way counts as inactive or inconclusive.

SMILES	Vif-APOBEC3F blk	GRP78 ERSR act	D1 antagonist	RXFP1 antag	D1 potentiator	RXFP1 ag	Vif-A3G inh	D2 potentiator	D1 agonist
COC(=O)Cn1c(C)c(C(C)=O)c(C(C)=O)c1C	-1%	-3%	4	3	0	0.3%	-2%	1	2
COc1cc(C(CC(=O)Nc2ncccc2C)N2Cc3ccccc3C2=O)cc(OC)c1OC (centres undefined)	-1%&9%	-1%&-4%	5&8	-2	-3&-2	1.7%&2.1%	2%&-1%	-9&-10	9&0
O=C(Nc1ccc(S(=O)(=O)N2CCCCC2)cc1)C1CCCO1 (centres undefined)	-7%	0%	-4	-10	-3	-1.5%	0%	-3	2
O=C(CNC(=O)c1ccncc1)Nc1ccc(F)c(F)c1	3%	-4%	-9	2	8	1.0%	-1%	-5	2
CCc1cccc(NC(=O)CCS(=O)(=O)c2ccc3c(c2)NC(=O)CO3)c1	-2%	-6%	7	13	0	0.9%	5%	1	1
COc1ccc(S(=O)(=O)Nc2c(C(=O)O)[nH]c3ccccc23)cc1	6%	-7%	6	-15	-6	0.0%	-2%	5	1
CC(C)(C)OC(=O)N1CCN(c2ccc(NC(=O)c3ccco3)cc2)CC1	-7%	-3%	6	-12	-2	0.1%	-1%	5	3
CCOC(=O)c1c(NC(=O)Cc2coc3ccc(CC)cc23)sc2c1CCC2	-5%	-3%	2	-19	0	-1.0%	-9%	1	7
S=c1[nH]nc(-c2ccco2)n1-c1ccc(Cl)cc1	0%	0%	-26	-7	-4	u	-7%	9	2
COP(=O)(OC)c1nc(-c2cccc3ccccc23)oc1N1CCOCC1	-10%	-3%	-6	8	5	0.6%	-9%	4	-1
Cc1cccc(Cn2c(C)c(C)c3cc(C(=O)NCc4ccc(C)o4)ccc32)c1	-2%	-2%	-9	-37	-2	-0.5%	u	6	4
COc1cc(C(=O)NCc2cc3cc(Cl)ccc3n2C)cc(OC)c1OC	-1%	-3%	0	3	-1	0.9%	-7%	-3	2

Continued; the last 4 above are carried over.
SMILES	Vif-APOBEC3F blk	GRP78 ERSR act	D1 antagonist	RXFP1 antag	D1 potentiator	RXFP1 ag	Vif-A3G inh	D2 potentiator	D1 agonist
S=c1[nH]nc(-c2ccco2)n1-c1ccc(Cl)cc1	0%	0%	-26	-7	-4	u	-7%	9	2
COP(=O)(OC)c1nc(-c2cccc3ccccc23)oc1N1CCOCC1	-10%	-3%	-6	8	5	0.6%	-9%	4	-1
Cc1cccc(Cn2c(C)c(C)c3cc(C(=O)NCc4ccc(C)o4)ccc32)c1	-2%	-2%	-9	-37	-2	-0.5%	u	6	4
COc1cc(C(=O)NCc2cc3cc(Cl)ccc3n2C)cc(OC)c1OC	-1%	-3%	0	3	-1	0.9%	-7%	-3	2
CCCOc1ccc(-c2c(C(=O)N/N=C/c3ccc(OCC)cc3)nnn2-c2nonc2N)cc1	1%	-3%	4	0	7	-0.2%	-2%	-5	7
CC(C)(C)C(=O)NC(Nc1cccc2cccnc12)C(Cl)(Cl)Cl (centres undefined)	0%	8%	-2	-18	-5	-2.3%	-25%	-6	5
CC(=O)N1CCc2c(sc3c2c(=O)n(-c2cc(Cl)ccc2C)c(=O)n3C)C1	-1%	0%	-6	x	-2	0.5%	-5%	8	7
Cc1c(O)ccc(C(=O)CN2CCN(c3ccc(F)cc3)CC2)c1O	8%	3%	-2	5	-8	0.1%	4%	-8	4
CC(=O)c1ccc(OCc2cc(C(=O)N(C)CC3COc4ccccc4O3)no2)cc1 (centres undefined)	-1%	-1%	x	0	x	x	1%	x	x
O=C(Nc1nccs1)c1ccc([N+](=O)[O-])cc1	-21%	8%	1	12	-2	0.3%	-7%	9	0
Cc1cccc(CSCCNC(=O)CSCc2ccc([N+](=O)[O-])cc2)c1	4%	8%	-8	1	-9	1.2%	1%	-4	7
Cc1ccc(CS(=O)(=O)CCC(=O)NC2CC2)cc1	0%	-2%	-7	-5	4	3.9%	1%	10	0
Oc1ccc(/C=N/Nc2ncnc3nc[nH]c23)cc1	7%	-4%	6	-5	6	-2.1%	-1%	10	2
COc1ccc(-c2c3c(=O)n(C)c(=O)n(C)c3cn2N2CCOCC2)cc1	-6%	-1%	4	-5	-4	2.9%	-5%	-2	4
CCOC(=O)c1nn(-c2ccccc2)cc1O	-11%	-4%	8	-1	-9	0.5%	-5%	6	1
NC(=O)NC(=O)COC(=O)/C=C/c1cccc(Br)c1	-1%	-3%	-14	8	-5	4.2%	2%	-10	3
O=C(CSc1ccc2ccccc2n1)NCCCN1CCCC1=O	1%	1%	x	6	x	x	1%	x	x
COc1cccc(C(=O)CC(C#N)c2ccc(F)cc2)c1 (centres undefined)	1%	-6%	4	7	-8	-0.9%	3%	-10	1
COc1cc2c(-c3ccccc3O)nc3c(c(C)nn3-c3ccccc3)c2cc1OC	-7%&-1%	-1%&-3%	-2&10	-15&-9	-1&-5	25%&4.2%	-10%&-4%	2&10	0&4
N#CC(=C1C=C(Br)C(=NO)C=C1Cl)c1cccc2ccccc12	5%	0%	x	-10	x	x	-16%	x	x
C/C=C/c1cc(CN2CCN(c3ccccc3)CC2)c(O)c(OC)c1	-4%	0%	-11	-3	2	4.7%	-8%	-33	3
c1coc(-c2ccnc(-c3ccncc3)n2)c1	-19%	0%	-24	17	0	4.0%	-8%	-4	0
O=C(O)c1ccc(CNCc2ccc(Cl)cc2Cl)cc1	-7%	-4%	1	-4	1	-0.3%	0%	5	1
COc1ccc(N2CCN(CC(O)COCc3ccccc3)CC2)cc1 (centres undefined)	u	-4%	8	7	-1	1.1%	-9%	8	4
CC(=O)c1cccc(NC(=O)c2nc(-c3ccccc3)n(-c3ccccc3C)n2)c1	-1%	2%	-3	x	-1	-4.7%	-2%	-1	20
COc1cc(C(=O)NCc2nc(C)cs2)ccc1OC1CCN(C(C)=O)CC1	7%	-1%	1	-23	8	-2.4%	0%	x	1
Cn1c(SCC(=O)Nc2cccc(Br)c2)nnc1-c1cc2ccccc2o1	-8%	2%	-5	-6	7	11%	2%	1	2
Cc1ccc2c(N)c(C#N)sc2n1	-5%	1%	2	8	1	5.1%	0%	25	0

Shown as labelled records: 4 of the compounds above.
O=C(O)c1ccc(CNCc2ccc(Cl)cc2Cl)cc1
  Vif-APOBEC3F blk: -7%; GRP78 ERSR act: -4%; D1 antagonist: 1; RXFP1 antag: -4; D1 potentiator: 1; RXFP1 ag: -0.3%; Vif-A3G inh: 0%; D2 potentiator: 5; D1 agonist: 1
O=C(CSc1ccc2ccccc2n1)NCCCN1CCCC1=O
  Vif-APOBEC3F blk: 1%; GRP78 ERSR act: 1%; D1 antagonist: x; RXFP1 antag: 6; D1 potentiator: x; RXFP1 ag: x; Vif-A3G inh: 1%; D2 potentiator: x; D1 agonist: x
N#CC(=C1C=C(Br)C(=NO)C=C1Cl)c1cccc2ccccc12
  Vif-APOBEC3F blk: 5%; GRP78 ERSR act: 0%; D1 antagonist: x; RXFP1 antag: -10; D1 potentiator: x; RXFP1 ag: x; Vif-A3G inh: -16%; D2 potentiator: x; D1 agonist: x
Cn1c(SCC(=O)Nc2cccc(Br)c2)nnc1-c1cc2ccccc2o1
  Vif-APOBEC3F blk: -8%; GRP78 ERSR act: 2%; D1 antagonist: -5; RXFP1 antag: -6; D1 potentiator: 7; RXFP1 ag: 11%; Vif-A3G inh: 2%; D2 potentiator: 1; D1 agonist: 2

Later entries.
SMILES	Vif-APOBEC3F blk	GRP78 ERSR act	D1 antagonist	RXFP1 antag	D1 potentiator	RXFP1 ag	Vif-A3G inh	D2 potentiator	D1 agonist
Cn1cccc1C(=O)OCC(=O)c1c[nH]c2ccccc12	1%	1%	x	-11	x	x	0%	x	x
CCOc1ccc(OCCNC(=O)C(NC(=O)c2c(F)cccc2F)C(C)C)cc1 (centres undefined)	-4%	-7%	-16	5	-4	1.4%	-1%	3	-1
CCOC(=O)CNC(=O)OC1CCN2Cc3ccccc3N=C12 (centres undefined)	11%	-3%	4	-9	0	-1.6%	-2%	-1	1
CCOC(=O)C(Cc1ccccc1)(NC(C)=O)C(=O)OCC	0%	-3%	-13	32	1	0.0%	3%	-6	9
CCCOc1ccc(Cc2c(COCC)[nH]c(=S)[nH]c2=O)cc1	-2%	-3%	15	-6	-1	8.2%	-3%	0	0
COc1cc(S(=O)(=O)N2CCCCCC2)c(OC)cc1Br	x	-5%	-2	-10	-1	0.6%	0%	x	2
Cc1cccc(S(=O)(=O)Nc2ccc(C)c3c2OC(C)(C)C3)c1	1%	-5%	x	-6	-4	-0.2%	1%	-6	2
S=C(Nc1nc2c(s1)CCCC2)NC1CC1	u	11%	3	-20	-1	-0.7%	2%	-2	2
CCCCCC(O)CCc1n[nH]c(=S)n1-c1ccccc1 (centres undefined)	10%	-2%	11	-19	-1	0.3%	5%	0	1
CNc1c(NS(=O)(=O)c2ccc(Br)cc2)c(=O)oc2ccccc12	-10%	-2%	11	-6	1	1.7%	-2%	6	1
CC1Cc2ccccc2N1C(=O)c1nn(C)cc1Br (centres undefined)	1%	-3%	6	16	0	0.5%	-3%	7	-2
Cc1cc(C)n2nc(SCc3cc(=O)oc4ccc5ccccc5c34)nc2n1	6%	-3%	-6	-9	2	-0.2%	0%	4	0
COc1ccc(C2CC(=O)c3c([nH]c(C(=O)OCc4ccccc4)c3C)C2)cc1OC (centres undefined)	-1%	-4%	-21	8	-4	u	4%	0	8
Cc1cc(C)c2nc(-c3ccccn3)cc(C(=O)n3cccn3)c2c1	-6%	-1%	5	-15	7	8.9%	-5%	-1	0
Cc1nn(-c2ccccc2)c(C)c1NC(=O)COC(=O)CCOc1ccccc1	2%	-2%	12	-14	-13	-1.0%	0%	5	4
CN(C)S(=O)(=O)c1ccc(N2CCCC2)c(C(=O)Nc2ccccc2)c1	-5%	18%	-4	-4	-6	-0.2%	-9%	3	1
Cc1ccc(NC(=O)Cn2c([N+](=O)[O-])cnc2C)cc1	15%	-6%	6	-7	8	-1.2%	0%	7	1
COc1ccccc1C1(CCN=Cc2ccc(N(C)C)cc2)CCOC(C)(C)C1 (centres undefined)	1%	-5%	2	-7	0	3.2%	-1%	14	-1

Screening data from PubChem BioAssay.

Not all compounds are listed; rates above refer to the full screens.
